High-throughput results from PubChem.
GLP-1R agonist – qHTS of GLP-1 Receptor Agonists; Glucagon-like peptide 1 receptor (Homo sapiens), P43220; HEK293 GLP-1R CRE-luciferase, luminescence, 4-6 h; cells express a hypersensitive GLP-1R form; Potency, µM (doses to about 45.6 µM), inactives show top-dose activation, hits mostly activators; hit rate 0.007% among 380,000; AID 624172, 2012; further: potency means the concentration at half of the fitted maximal effect; % of control where 0% means no effect
PTHR1 ag – qHTS for PTHR1 Agonists: Primary Screen. Potency, µM (series often up to 115 µM), for inactives: at the top dose activation, most hits filed as activators. hit rate 0.075% among 410,000. AID 743266, 2014. HEK293 GP2 PTHR1 cells, GloSensor cAMP luminescence, 1 h; further: potency means the concentration at half of the fitted maximal effect; nearly all actives have a fitted effect of over 55% in size; some results filed as inactive show a strong effect at the top dose; inactives centre near -15; many of its hits are not listed in these tables
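HEK-293-derived GP2 cells expressing PTHR1 and a GloSensor cAMP reporter, 3,000/well, plated overnight, given luciferin plus IBMX (each 0.5 mM as added) for 1 h at 37 °C, then compound for 1 h at 37 °C. Luminescence was read after 15 min at room temperature.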
PI5P4K alpha inh – qHTS for Inhibitors of phosphatidylinositol 5-phosphate 4-kinase (PI5P4K); Phosphatidylinositol 5-phosphate 4-kinase type-2 alpha (Homo sapiens), P48426; PI5P4Kalpha enzyme, ADP-Glo luminescence, 60 min; active compounds read low; max response, %; hit rate 1.2% among 330,000; active means max response of -50% or lower; inconclusive means between -30% and -50%; inactive means -30% or higher; further: value at the top dose of about 77 µM; on the % scale 0 is the no-effect control and ±100 the full control effect
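PI5P4Kalpha ADP-Glo assay; 5 microM ATP final; 60 min RT reaction; HEPES pH 7.4/EGTA/CHAPS, 5% DMSO; controls lacking substrate or enzyme; luminescent end-point.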
GLP1R cytotox – qHTS of GLP-1 Receptor Inverse Agonists: Cytotox Screen; HEK293 cAMP-luciferase reporter cells, luminescence, 24 h; hit rate 0.13% among 410,000; Potency, µM (highest dose often 38.3 µM), for the others: top-dose activity change, negative = inhibition, hits mostly inhibitors;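 further: loss of luciferase light is scored as toxicity; potency means the concentration at half of the fitted maximal effect; on the % scale 0 is the no-effect control and ±100 the full control effect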
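Seeding density was 200 cells/uL; after overnight-length (12 h) culture, 23 nL compounds went on for 24 h at 37 °C. Readout used a luciferase detection reagent, luminescence taken after 12 min at room temperature.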
EPAC1 agonist – qHTS for Agonist of cAMP-regulated guanine nucleotide exchange factor 3 (EPAC1): primary screen; Rap guanine nucleotide exchange factor 3 (Homo sapiens), O95398; EPAC1 agonist qHTS, biochemical assay; response scale: 100% = response to 6.5 mM cAMP; Potency, µM (titrated, usually from 154 µM), without a hit: at the top dose activation, most hits filed as activators; hit rate 0.073% among 360,000; further: potency means the concentration at half of the fitted maximal effect; nearly all actives have a fitted effect of over 60% in size
Target sequence (O95398 whole entry, looked up): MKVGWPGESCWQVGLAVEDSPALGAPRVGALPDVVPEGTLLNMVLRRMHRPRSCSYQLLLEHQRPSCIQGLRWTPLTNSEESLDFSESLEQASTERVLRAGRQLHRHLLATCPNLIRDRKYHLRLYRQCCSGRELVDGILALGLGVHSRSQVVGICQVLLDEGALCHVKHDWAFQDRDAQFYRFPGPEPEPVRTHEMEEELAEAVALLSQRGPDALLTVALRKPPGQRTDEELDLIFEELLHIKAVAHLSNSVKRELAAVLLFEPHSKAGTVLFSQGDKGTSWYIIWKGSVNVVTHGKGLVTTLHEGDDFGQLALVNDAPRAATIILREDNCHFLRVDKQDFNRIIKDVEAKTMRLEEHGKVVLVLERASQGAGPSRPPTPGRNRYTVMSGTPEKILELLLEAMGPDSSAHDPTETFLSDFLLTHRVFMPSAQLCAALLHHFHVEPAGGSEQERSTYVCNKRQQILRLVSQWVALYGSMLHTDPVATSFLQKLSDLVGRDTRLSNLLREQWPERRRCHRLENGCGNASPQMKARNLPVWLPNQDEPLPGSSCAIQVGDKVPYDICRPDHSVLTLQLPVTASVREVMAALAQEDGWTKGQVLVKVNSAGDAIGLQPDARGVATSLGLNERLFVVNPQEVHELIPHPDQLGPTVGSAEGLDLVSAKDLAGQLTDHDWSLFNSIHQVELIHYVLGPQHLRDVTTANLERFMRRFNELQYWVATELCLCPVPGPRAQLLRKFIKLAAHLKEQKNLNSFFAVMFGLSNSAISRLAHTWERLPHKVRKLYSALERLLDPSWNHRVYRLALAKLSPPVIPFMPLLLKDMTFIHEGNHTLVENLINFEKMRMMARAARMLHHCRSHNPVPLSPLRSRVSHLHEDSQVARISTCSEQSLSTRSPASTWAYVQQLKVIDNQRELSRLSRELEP
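EPAC1 100 nM, Rap1B–BODIPY-GDP 250 nM, unlabeled GDP 50 uM; compound titration; 5 min RT; kinetic read ex480/em540 at 5-min intervals ×30 min; data normalized to 6.5 mM cAMP agonist control.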
GLP-1R inv ag – qHTS of GLP-1 Receptor Inverse Agonists (Inhibition Mode). AID 624417, 2012. Potency, µM (top dose mostly 38.3 µM), inactives show top-dose activity change, negative = inhibition, actives largely listed as inhibitors. hit rate 1.6% among 410,000. Glucagon-like peptide 1 receptor (Homo sapiens), P43220. HEK293 GLP-1R CRE-luciferase, luminescence, 24 h; GLP-1R form is constitutively active; further: potency means the concentration at half of the fitted maximal effect; on the % scale 0 is the no-effect control and ±100 the full control effect; nearly all actives have a fitted effect of over 55% in size
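Cells are plated, allowed 12 hours at 37 deg C, then treated with compounds for 24 hr before luciferase detection reagent is added and luminescence is read after 12 min at room temperature. The HEK293 line carries constitutively active GLP-1R with a cAMP-responsive reporter.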
EPAC1 antagonist – qHTS for Antagonist of cAMP-regulated guanine nucleotide exchange factor 3 (EPAC1): primary screen | Rap guanine nucleotide exchange factor 3 (Homo sapiens), O95398 | EPAC1 GEF assay, Rap1b-BODIPY-GDP exchange fluorescence | Potency, µM (top dose mostly 115 µM), for the others: top-dose activity change, negative = inhibition, usual class: inhibitors | hit rate 0.14% among 360,000;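 further: potency means the concentration at half of the fitted maximal effect; plate controls were vehicle for no effect and positive control for full effect; nearly all actives have a fitted effect of over 50% in size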
PLK1 PBD block – qHTS for Inhibitors of PLK1-PDB (polo-like kinase 1 - polo-box domain): Primary Screen | Serine/threonine-protein kinase PLK1 (Homo sapiens), P53350 | Potency, µM, without a hit: max response, negative = inhibition, hits mostly inhibitors | Plk1 PBD binding of FITC phosphopeptide, fluorescence polarization | AID 720504, 2013 | hit rate 2.8% among 360,000; further: potency means the concentration at half of the fitted maximal effect; series mostly up to about 57 µM; on the % scale 0 is the no-effect control and ±100 the full control effect; nearly all actives have a fitted effect of over 65% in size
IL-2 act – qHTS of IL-2 Activators; IL-2 activation reporter assay, cell-based qHTS; stimulated with anti-CD3/CD4/CD28 beads; in transgenic mouse T cells; activation, % (series mostly up to about 46 µM); hit rate 0.065% among 360,000; AID 652025, 2013; in the data active means activation above about 50%; inconclusive means mostly about 30% to 49%; further: 0% is about no effect
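EGFP and DsRed fluorescence is measured by plate cytometry in unstimulated transgenic mouse T cells exposed to compound for 60 minutes, then stimulated 18 hours at 37 degrees C with anti-CD3/anti-CD4 beads plus anti-CD28.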
The depositor's hits bear a star; [ ] = another dose, or the depositor's remark. Unless noted, the call rests on the fitted dose curve; in most records, active means well fitted curve in the direction sought with a large enough effect; inconclusive means small, poorly fitted or top-dose-only effect, or another doubt; inactive means no such curve, though single readings can be large; an effect the other way counts as inactive or inconclusive. Only part of the results is shown; rates above refer to the full screens.

`CSc1ncccc1C(=O)OCC(=O)NC(N)=O` gave GLP-1R agonist -2%, PTHR1 ag inactive, GLP1R cytotox 6%, EPAC1 agonist -1%, GLP-1R inv ag 0%, EPAC1 antagonist 15%, PLK1 PBD block 2% and IL-2 act -4.3.
O=S(=O)(/N=C(/Nc1ccc(Cl)c(S(=O)(=O)N2CCOCC2)c1)c1ccc(F)cc1)c1ccccc1 was read as GLP-1R agonist -3%, PTHR1 ag -13%, PI5P4K alpha inh 6, GLP1R cytotox -13%, EPAC1 agonist 12%, GLP-1R inv ag -29%, EPAC1 antagonist -5%, PLK1 PBD block -2% and IL-2 act -2.4.
CCOc1ccc(CCNC(=O)COc2cc(=O)n(C)c3ccccc23)cc1OCC was read as GLP-1R agonist 30%, PTHR1 ag inactive, PI5P4K alpha inh 3, GLP1R cytotox 3%, EPAC1 agonist 7%, GLP-1R inv ag 70%[activator], EPAC1 antagonist -6%, PLK1 PBD block -3% and IL-2 act -3.5.
Screening N#Cc1ccccc1NCC(=O)N1CCN(S(=O)(=O)c2ccccc2)CC1 returned GLP-1R agonist -2%, PTHR1 ag -9%, PI5P4K alpha inh 2, GLP1R cytotox 20%, EPAC1 agonist 12%, GLP-1R inv ag 2%, EPAC1 antagonist 0%, PLK1 PBD block -16% and IL-2 act 0.8.
O=C(NCCN1CCOCC1)c1cc(-c2ccc(Cl)s2)nc2ccccc12 was read as GLP-1R agonist 5%, PTHR1 ag -37%, PI5P4K alpha inh -7, GLP1R cytotox -17%, EPAC1 agonist 1%, GLP-1R inv ag 13%, EPAC1 antagonist 0%, PLK1 PBD block -1% and IL-2 act -4.0.
For COc1ccc(NC(=O)c2cc(S(=O)(=O)Nc3ccc(OC)cc3)cs2)cc1 the results were GLP-1R agonist 16%, PTHR1 ag -43%, PI5P4K alpha inh 4, GLP1R cytotox -12%, EPAC1 agonist -8%, GLP-1R inv ag inconclusive, EPAC1 antagonist -8%, PLK1 PBD block 2% and IL-2 act -0.6.
For O=c1c2sccc2n(Cc2cccc(F)c2)c(=O)n1-c1ccc(F)cc1 the results were GLP-1R agonist -15%, PTHR1 ag 5%, PI5P4K alpha inh 7, GLP1R cytotox 14%, EPAC1 agonist 2%, GLP-1R inv ag inconclusive, EPAC1 antagonist -1%, PLK1 PBD block -11% and IL-2 act 0.2.
`Cc1ccc(-c2csc(C(O)(c3ccccc3)C(F)(F)F)n2)cc1C` (stereo not given) gave GLP-1R agonist -6%, PTHR1 ag inactive, PI5P4K alpha inh 1, GLP1R cytotox -12%, EPAC1 agonist -17%, GLP-1R inv ag inconclusive, EPAC1 antagonist -27%, PLK1 PBD block -6% and IL-2 act -1.1.
CCN(CC)S(=O)(=O)c1ccc(NC(=O)Nc2cccc(C(F)(F)F)c2)cc1 was read as GLP-1R agonist -10%, PTHR1 ag -74%[inhibitor][57.5 µM], PI5P4K alpha inh 1, GLP1R cytotox inconclusive, EPAC1 agonist 13%, GLP-1R inv ag 0%, EPAC1 antagonist inconclusive, PLK1 PBD block -5% and IL-2 act 5.4.
Screening Cc1occc1-c1nnc(SCC(=O)NC2CCC(C)CC2)o1 (stereo not given) returned GLP-1R agonist -7%, PTHR1 ag inactive, PI5P4K alpha inh 19, GLP1R cytotox 4%, EPAC1 agonist -8%, GLP-1R inv ag -16%, EPAC1 antagonist 7%, PLK1 PBD block -5% and IL-2 act 0.2.
`Cc1cc(S(=O)(=O)Nc2cccc(O)c2)c(C)s1` gave GLP-1R agonist -4%, PTHR1 ag inactive, PI5P4K alpha inh 2, GLP1R cytotox -5%, EPAC1 agonist 11%, GLP-1R inv ag -18%, EPAC1 antagonist -9%, PLK1 PBD block 0% and IL-2 act 1.9.
CCC(C)(C)n1nnnc1C(c1cc2ccc(OC)cc2[nH]c1=O)N1CCc2ccccc2C1 (stereo not given) was read as GLP-1R agonist 1%, PTHR1 ag -5%[57.5 µM], GLP1R cytotox 39%[activator], EPAC1 agonist 5%, GLP-1R inv ag 0%, EPAC1 antagonist -2%, PLK1 PBD block inconclusive and IL-2 act -1.1.
`COc1cccc(S(=O)(=O)N2CCOCC2)c1` gave GLP-1R agonist 1%, PTHR1 ag -8%[57.5 µM], GLP1R cytotox -3%, EPAC1 agonist -2%, GLP-1R inv ag 0%, EPAC1 antagonist -3%, PLK1 PBD block -1% and IL-2 act -2.0.
COc1ccc(Cc2nnc(Nc3ccccc3OC)[nH]c2=O)cc1 was read as GLP-1R agonist 2%, PTHR1 ag -13%, PI5P4K alpha inh 2, GLP1R cytotox -3%, EPAC1 agonist 3%, GLP-1R inv ag 3%, EPAC1 antagonist 16%, PLK1 PBD block -13% and IL-2 act 3.1.
Screening CCOC(=O)C[C@@H]1OC2CCCCC2N1S(=O)(=O)c1ccc(C)cc1 (stereo not given in full) returned PTHR1 ag -12%, PI5P4K alpha inh 0, GLP1R cytotox -12%, EPAC1 agonist 2%, GLP-1R inv ag inconclusive, EPAC1 antagonist 3%, PLK1 PBD block -4% and IL-2 act -0.8.
O=C(COC(=O)CCCN1C(=O)c2cccc3cccc(c23)C1=O)Nc1cccc(Br)c1 was read as GLP-1R agonist 3%, PTHR1 ag -7%, PI5P4K alpha inh 6, GLP1R cytotox 1%, EPAC1 agonist -3%, GLP-1R inv ag 14%, EPAC1 antagonist inconclusive, PLK1 PBD block -1% and IL-2 act 1.0.
O=c1sc2ccccc2c(N2CCCC2)c1[N+](=O)[O-] was read as GLP-1R agonist -4%, PTHR1 ag -21%, PI5P4K alpha inh -12, GLP1R cytotox -4%, EPAC1 agonist -10%, GLP-1R inv ag 9%, EPAC1 antagonist 9%, PLK1 PBD block -18% and IL-2 act -2.4.
Screening CCSc1nc2sc3c(c2c(=O)[nH]1)CC(C)(CC)OC3 (stereo not given) returned GLP-1R agonist -10%, PTHR1 ag 5%[57.5 µM], GLP1R cytotox -12%, EPAC1 agonist -11%, GLP-1R inv ag 5%, EPAC1 antagonist 10%, PLK1 PBD block -13% and IL-2 act -2.4.
CN(Cc1ccccc1)C(=O)COC(=O)/C=C/c1ccc2c(c1)OCO2 was read as GLP-1R agonist 7%, PTHR1 ag -73%[inhibitor], PI5P4K alpha inh 2, GLP1R cytotox 29%, EPAC1 agonist 2%, GLP-1R inv ag inconclusive, EPAC1 antagonist -19%, PLK1 PBD block -2% and IL-2 act 2.0.
Screening CC(=O)NS(=O)(=O)c1ccc(NC(=O)CSc2ccc(Cl)cc2)cc1 returned GLP-1R agonist -1%, PTHR1 ag inactive, PI5P4K alpha inh 2, GLP1R cytotox -2%, EPAC1 agonist -6%, GLP-1R inv ag -5%, EPAC1 antagonist 9%, PLK1 PBD block inconclusive and IL-2 act 0.1.
CCc1nn(CCCC(=O)N2CCc3ccccc3C2)c(=O)c2cc3occc3n12 was read as GLP-1R agonist 28%, PTHR1 ag -2%[57.5 µM], PI5P4K alpha inh 10, GLP1R cytotox -20%, EPAC1 agonist 2%, GLP-1R inv ag 35%[activator], EPAC1 antagonist 0%, PLK1 PBD block -3% and IL-2 act 0.6.
For CC(C)Oc1ccccc1OCCCCn1cnc2ccccc2c1=O the results were GLP-1R agonist -2%, PTHR1 ag inactive, PI5P4K alpha inh 1, GLP1R cytotox 4%, EPAC1 agonist 1%, GLP-1R inv ag -9%, EPAC1 antagonist -26%, PLK1 PBD block -18% and IL-2 act 0.5.
Cc1noc(C)c1NC(=O)Nc1ccc2c(c1)CC(=O)N([C@@H](C)CO)C[C@@H](C)[C@@H](CN(C)C(=O)Nc1cccc3ccccc13)O2 was read as GLP-1R agonist -2%, PTHR1 ag -13%, PI5P4K alpha inh 5, GLP1R cytotox 8%, EPAC1 agonist 5%, GLP-1R inv ag 11%, EPAC1 antagonist 1%, PLK1 PBD block -25% and IL-2 act -3.0.
Screening CCc1ccccc1NC(=O)C1CCCN(c2nn3c(=O)cc(C)nc3s2)C1 (stereo not given) returned GLP-1R agonist -1%, PTHR1 ag inactive, PI5P4K alpha inh 4, GLP1R cytotox -26%, EPAC1 agonist -2%, GLP-1R inv ag 3%, EPAC1 antagonist -1%, PLK1 PBD block -2% and IL-2 act 0.6.
COc1cccc(/C=C2\SC(N3CCCC(C)C3)=NC2=O)c1OC (stereo not given) was read as GLP-1R agonist 12%, PTHR1 ag -35%[inhibitor], PI5P4K alpha inh 1, GLP1R cytotox 42%[activator], EPAC1 agonist -7%, GLP-1R inv ag 17%, EPAC1 antagonist -4%, PLK1 PBD block inconclusive and IL-2 act -0.8.

For reference, part of the list above.
Screening N#Cc1ccccc1NCC(=O)N1CCN(S(=O)(=O)c2ccccc2)CC1 returned GLP-1R agonist -2%, PTHR1 ag -9%, PI5P4K alpha inh 2, GLP1R cytotox 20%, EPAC1 agonist 12%, GLP-1R inv ag 2%, EPAC1 antagonist 0%, PLK1 PBD block -16% and IL-2 act 0.8.
O=C(NCCN1CCOCC1)c1cc(-c2ccc(Cl)s2)nc2ccccc12 was read as GLP-1R agonist 5%, PTHR1 ag -37%, PI5P4K alpha inh -7, GLP1R cytotox -17%, EPAC1 agonist 1%, GLP-1R inv ag 13%, EPAC1 antagonist 0%, PLK1 PBD block -1% and IL-2 act -4.0.
